Screening results (PubChem)
E-selectin induc: induces E-selectin expression in human endothelial cells; P16581; HUVEC E-selectin immunofluorescence imaging; normalized: neutral wells 0, TNF-alpha wells 100; activation, % at 7.58 µM; 260,000 compounds, 0.37% hits;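 active = mean E-selectin-positive cell signal at least 10% of the positive control, reached in at least 60% of replicates, without over 20% cell loss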;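 note: in these data hits start at about 27%; measured in HUVEC primary endothelial cells; signal is the percent of cells scored E-selectin positive by PE staining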
Target sequence (P16581 whole entry, looked up): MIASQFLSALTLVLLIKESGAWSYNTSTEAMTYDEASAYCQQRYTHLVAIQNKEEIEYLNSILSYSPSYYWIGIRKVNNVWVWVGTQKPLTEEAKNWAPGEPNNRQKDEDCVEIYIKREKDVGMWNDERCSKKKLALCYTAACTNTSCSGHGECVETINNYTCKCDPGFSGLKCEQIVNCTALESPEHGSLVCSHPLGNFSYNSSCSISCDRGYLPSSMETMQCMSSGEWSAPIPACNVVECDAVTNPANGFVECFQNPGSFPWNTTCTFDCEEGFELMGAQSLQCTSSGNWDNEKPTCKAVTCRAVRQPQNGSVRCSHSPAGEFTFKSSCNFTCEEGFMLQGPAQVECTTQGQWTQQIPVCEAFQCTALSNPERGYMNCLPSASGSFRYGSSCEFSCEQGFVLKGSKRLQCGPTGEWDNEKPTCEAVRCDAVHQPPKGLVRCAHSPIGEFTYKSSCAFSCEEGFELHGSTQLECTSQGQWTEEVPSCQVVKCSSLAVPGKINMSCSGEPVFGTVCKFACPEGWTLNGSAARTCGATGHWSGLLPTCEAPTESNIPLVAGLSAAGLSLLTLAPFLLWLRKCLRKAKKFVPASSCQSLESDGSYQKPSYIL
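Assay system: HUVEC primary endothelial cells. Input: 3,000 HUVEC seeded per well. Doses: one compound dose added by pin transfer. Read-out basis: % PE-positive cells. Benchmarks: TNF-alpha high, DMSO low. Detection: immunofluorescence imaging. Buffer or medium: EGM-2, gelatin.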
RAD52 anneal inh: inhibitors of human RAD52 DNA annealing. 360,000 compounds, 0.46% hits. recombinant RAD52 DNA annealing, FRET fluorescence. AID 651710. inhibition, % at 18.7 µM. P43351;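 active = every replicate showing at least 50% inhibition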
RAD54 inh: blocks human RAD54 Holliday junction branch migration. Q92698. FAM/BHQ fluorescence. inhibition, % at 10.4 µM. 360,000 compounds, 0.14% hits. AID 602329;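 active = mean normalized replicate activity at least 40 and at least half of replicates scoring 40 or more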;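 note: 0% = median of neutral control wells and 100% = median of positive control wells; inhibitors cause a drop in the FAM fluorescence signal; in these data hits start at about 50%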
ARNT TACC3 PPI: ARNT/TACC3 interaction disruption. inhibition, % at 9.99 µM. 390,000 compounds, 0.66% hits. AlphaScreen His-ARNT PAS-B/GST-TACC3 binding, luminescence; TACC3 fragment carries E629A point mutation. Q9Y6A5;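 active = mean inhibition of replicates at least 50% and at least half of replicates each reaching 50%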;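 note: 0% = complete ARNT plus TACC3 wells and 100% = ARNT alone without TACC3; many hits fall short of the cut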
esBAF inh: blocks esBAF chromatin remodeling in mouse ES cells. Bmi1-luciferase knock-in reporter, 24 h; 100% = twice the neutral-well signal. reporter increase, % at 12.5 µM. 350,000 compounds, 2% hits. AID 602393; in the data active = activation above about 40%;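 note: 0% = median of the plate's neutral control wells and 100% = double that signal; a rise in the Bmi1 reporter signal indicates esBAF inhibition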
CASP6 VEID inh: inhibitors of human caspase-6; P55212; purified caspase-6, Z-VEID-R110 cleavage fluorescence; inhibition, % at 12.5 µM; 350,000 compounds, 0.53% hits; AID 686996;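 active = mean inhibition across replicates at least about 35%, with every replicate also reaching that limit, limit read from the data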;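 note: 0% = median of neutral control wells and 100% = no fluorescence left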
Target sequence (P55212 24-179 limits assumed): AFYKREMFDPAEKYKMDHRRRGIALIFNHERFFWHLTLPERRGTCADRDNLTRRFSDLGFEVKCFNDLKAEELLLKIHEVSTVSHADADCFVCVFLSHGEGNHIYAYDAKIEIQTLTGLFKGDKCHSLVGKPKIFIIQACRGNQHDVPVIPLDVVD
Target sequence (P55212 194-293 limits assumed): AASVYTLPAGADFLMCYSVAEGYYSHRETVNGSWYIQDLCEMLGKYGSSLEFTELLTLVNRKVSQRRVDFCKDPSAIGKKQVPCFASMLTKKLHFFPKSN
PglD inh: inhibitors of Campylobacter jejuni PglD acetyltransferase | purified PglD enzyme, DTNB colorimetric CoA detection | inhibition, % at 12.5 µM | 360,000 compounds, 0.098% hits; in the data active = inhibition above about 16%, passing the limit was not always enough; note: strong numbers were not always called active
ERp5 inh: inhibitors of human ERp5; Q15084; 350,000 compounds, 0.05% hits; inhibition, % at 9.99 µM; ERp5 insulin aggregation, absorbance 650 nm, 90 min;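 active = mean replicate inhibition above about 25%, with every replicate also reaching it, limit read from the data, passing the limit was not always enough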
Active calls of the source: *; . = no result given.

SMILES | E-selectin induc | RAD52 anneal inh | RAD54 inh | ARNT TACC3 PPI | esBAF inh | CASP6 VEID inh | PglD inh | ERp5 inh
Cc1ccc(Cn2c(SCC(=O)NCc3ccco3)nc3ccsc3c2=O)cc1 | . | . | 7 | -4 | -1 | . | -2 | .
Cc1ccc(S(=O)(=O)c2cn(CC(=O)Nc3ccccc3)c3ccc(F)cc3c2=O)cc1 | -0.1 | -18 | -12 | -1 | 0 | 0 | 6 | 9
COc1ccc(CN(C)C[C@H]2OCCCC[C@H](C)Oc3ccc(NC(=O)Nc4ccc5c(c4)OCO5)cc3C(=O)N([C@@H](C)CO)C[C@H]2C)cc1 | -0.3 | 26 | 9 | 5 | 2 | 0 | -2 | 4
O=C(NCCN1CCOCC1)C1CCC(=O)N1Cc1ccccc1Cl (centres undefined) | . | . | -3 | 1 | -4 | . | 4 | .
CCOC(=O)C1=C(N)Oc2cc(C)[nH]c(=O)c2C1c1ccncc1 (centres undefined) | . | . | 0 | 15 | -11 | . | 7 | .
COc1ccc(S(=O)(=O)N(C)C(C)CCc2ccco2)cc1 (centres undefined) | 0.0 | -13 | 14 | -2 | 6 | 4 | -2 | -1
COCC(=O)Nc1ccc2c(c1)[C@@H]1C[C@@H](CC(=O)N[C@H](C)c3ccccc3)O[C@H](CO)[C@@H]1O2 | 1.4 | -7 | -2 | . | -4 | 1 | 2 | -2
CCC(=O)Nc1ccc(Cl)c(NC(=S)NC(=O)COc2ccccc2)c1 | -0.2 | -6 | . | -7 | . | -1 | . | 2
CC1CN(S(=O)(=O)c2ccccc2)CC(C)O1 (centres undefined) | . | -5 | -3 | -7 | -6 | 1 | -4 | 6
CCOc1ccc(N=C(/C(C(=O)C(=O)N2CCOCC2)=C(/O)c2ccccc2)c2ccccc2)cc1 | . | -24 | . | -5 | . | -1 | . | 4
Cc1ccc(C)c(-n2c(Cc3cc(=O)[nH]c(=O)[nH]3)nnc2SCC(=O)NCc2ccco2)c1 | . | . | -21 | 5 | 9 | . | -3 | .
Cc1cccc(N2CCN(C(=O)C3CCC(=O)N(C4CC4)C3)CC2)c1C (centres undefined) | . | -10 | 4 | -5 | 8 | -6 | -6 | -1
CC(NC(=O)CN(C)CC(=O)Nc1ccc(Cl)cc1)c1ccc(F)cc1 (centres undefined) | -0.5 | -13 | 2 | 12 | 1 | -2 | 0 | 3
CCCNC(=O)c1nnsc1S(=O)(=O)c1ccc(Cl)cc1 | . | -11 | . | -11 | . | 0 | . | -1
C[C@@H]1CN([C@H](C)CO)C(=O)c2cc(NS(=O)(=O)c3ccccc3)ccc2O[C@@H]1CN(C)Cc1ccc(Oc2ccccc2)cc1 | -0.5 | 12 | -5 | 7 | 1 | 4 | 1 | 4
COc1ccc(S(=O)(=O)N2CCN(C(=O)c3ccco3)CC2)cc1C(C)(C)C | 0.8 | -7 | 2 | . | -2 | 2 | 5 | -12
Cc1ccc(NC(=O)COC(=O)C(NS(=O)(=O)c2ccc(Cl)cc2)C(C)O)cc1C (centres undefined) | -1.4 | -5 | . | -3 | . | 2 | . | -5
O=C(C[C@H]1C=C[C@H](NC(=O)C2CCOCC2)[C@@H](CO)O1)Nc1nccs1 | -0.2 | -13 | . | . | . | -2 | . | -2
CC(C)N(C(=O)COC(=O)c1cccc(C(=O)OCC(=O)N(C(C)C)C(C)C)n1)C(C)C | . | -12 | . | -1 | . | 1 | . | 12
COc1ccc(OC)c(NC(=O)c2[nH]c(C)c(C(C)=O)c2C)c1 | . | . | -4 | -9 | 29 | . | -5 | .
CCCc1noc2c1/C(=N\O)CC(CC(C)SCC)C2 (centres undefined) | . | 6 | 2 | -3 | 9 | . | -1 | 4
S=C(NCc1ccco1)Nc1ccc(N2CCOCC2)cc1 | -0.2 | . | 8 | 6 | . | . | 4 | .
O=C(O)CC1(CC(=O)Nc2cc(F)ccc2Cl)CCCCC1 | 0.0 | -9 | 2 | -3 | 1 | 0 | -2 | -4
CC(C)NC(=O)N1CCCCN2[C@H](CO)[C@@H](c3ccc(C#C[C@@H](C)O)cc3)[C@H]2C1 | 0.0 | 1 | -3 | -5 | . | -9 | 1 | -3
C[C@@H]1CCCCO[C@H](CN(C)C(=O)CCC(F)(F)F)[C@@H](C)CN([C@@H](C)CO)C(=O)c2cc(NC(=O)C3CCCCC3)ccc2O1 | 0.6 | 2 | -2 | -8 | 4 | 1 | 2 | 6
CC1(C)CC(=O)C(C(c2ccc(F)cc2)C2C(=O)CC(C)(C)CC2=O)C(=O)C1 | 1.0 | 5 | . | -15 | . | 0 | . | 0
c1ccc(Cc2nnc(N3CCOCC3)c3ccccc23)cc1 | . | . | 1 | -5 | -8 | . | -4 | .
COc1ccc(OCCN2CCC(C(=O)NC(C)c3cccc4ccccc34)CC2)cc1 (centres undefined) | 0.1 | -3 | 0 | . | 1 | -3 | 0 | -6
CCNC(=O)[C@@H]1[C@@H](CO)[C@@H]2Cn3c(cccc3=O)[C@@H]2N1C(=O)C1CCCC1 | -0.7 | -16 | 0 | -10 | 3 | -5 | -3 | 1
CC(=O)Nc1nnc(SCC(=O)Nc2ccc3c(c2)OCCO3)s1 | 0.1 | -1 | 7 | -13 | -4 | 2 | -11 | -8
CNC[C@H]1Oc2ccc(NC(=O)Cn3cnnn3)cc2C(=O)N([C@@H](C)CO)C[C@@H]1C | 0.2 | -24 | -1 | -4 | -1 | -8 | 0 | 3
CC(C)CC#Cc1ccc2c(c1)O[C@H](CN(C)C(=O)C1CCOCC1)[C@H](C)CN([C@@H](C)CO)S2(=O)=O | 0.0 | 13 | 7 | 5 | 2 | 1 | -1 | -1
Cc1cc(C(=O)Nc2cccc3c2O[C@H](CN(C)Cc2ccc(Oc4ccccc4)cc2)[C@@H](C)CN([C@H](C)CO)C3=O)n(C)n1 | -0.6 | -21 | 0 | 2 | 3 | -1 | 0 | 4
CC(=O)c1ccc(C(=O)N2CCCC(CO)(Cc3ccccc3C)C2)s1 (centres undefined) | -0.1 | -15 | -4 | -4 | 12 | 9 | -1 | 9
CCn1c(/C=C/c2ccccc2F)nc2ccccc2c1=O | 0.1 | -10 | -1 | 11 | 1 | 3 | -2 | -4
C[C@@H]1CN([C@H](C)CO)C(=O)c2cccc(NC(=O)Nc3ccc4c(c3)OCO4)c2O[C@@H]1CN(C)Cc1ccc(Cl)c(Cl)c1 | -2.0 | 11 | 7 | 32 | 16 | 0 | -2 | -3
CCCCNC(=O)O[C@H]1C[C@@H]2CCN3C(=O)CCC[C@H]([C@H]1Cc1ccccc1)[C@H]23 | . | -9 | -5 | -5 | 1 | 1 | 1 | 3
CCOc1ccc(C(=O)CCC(=O)N(CC)CC(=O)NCc2ccc(Cl)cc2)cc1 | -0.2 | -11 | -7 | -4 | 10 | 2 | 2 | 6
N#Cc1c(Cl)cccc1-n1ccnc1 | . | . | -2 | -1 | -38 | . | 1 | .
Cc1noc(C)c1C(=O)NC1=NCCS1 | -0.2 | -10 | 1 | 13 | . | 0 | -3 | -2
CS(=O)(=O)C1=C(O)C(=O)N(CCCC(=O)O)C1c1ccccc1F (centres undefined) | . | . | -3 | -4 | 0 | . | 3 | .
N/C(=N\OC(=O)CCCOc1ccccc1)c1ccccc1 | . | -5 | . | -7 | . | 2 | . | -1
CCc1nc2ccc(C(=O)N3CCN(S(=O)(=O)CC)CC3)cn2c1N(C)C(=O)C1CCCCC1 | . | 8 | -1 | . | -4 | 4 | -3 | -2
COc1cc(C2NC(=O)C(C#N)=C(Nc3cccc(C)c3)S2)ccc1O (centres undefined) | 0.1 | 3 | . | -4 | . | -3 | . | 5
Cc1noc(C)c1NC(=O)Nc1ccc2c(c1)C(=O)N([C@H](C)CO)C[C@H](C)[C@@H](CN(C)Cc1ccccc1)O2 | 0.5 | 0 | 5 | 3 | -6 | -1 | -3 | 0
O=C(NCCS(=O)(=O)NCc1ccc(F)cc1)c1ccccc1 | 0.0 | -7 | 9 | . | 0 | 3 | 5 | 2
COc1ccc(CCNC(=O)C2CCN(C(=O)c3cccs3)CC2)cc1 | . | 4 | . | -1 | . | -2 | . | 0
C[C@@H]1CCCCO[C@H](CN(C)Cc2ccc(C(F)(F)F)cc2)[C@H](C)CN([C@@H](C)CO)C(=O)c2cc(NS(=O)(=O)c3cn(C)cn3)ccc2O1 | 0.0 | 3 | -10 | 6 | 5 | 5 | 1 | -11
C=CCSc1nc(N)c(C(=O)Nc2ccccc2)cc1C#N | . | . | -4 | -17 | -4 | . | 8 | .
COc1ccccc1N1CC(C(=O)NCCN2C(=O)S/C(=C\c3cccnc3)C2=O)CC1=O (centres undefined) | . | -6 | -3 | -10 | -1 | -3 | 0 | 3

Other entries
SMILES | E-selectin induc | RAD52 anneal inh | RAD54 inh | ARNT TACC3 PPI | esBAF inh | CASP6 VEID inh | PglD inh | ERp5 inh
COc1ccc(C(=S)N2CCCC2)cc1Br | 2.8 | 1 | -4 | 3 | -1 | -2 | 1 | 6
COc1cc(CNC2CCCCC2OC)cc(OC)c1OC (centres undefined) | 4.2 | -17 | . | -7 | . | 0 | . | -4
O=C(N[C@@H]1CC[C@@H](CCn2cc(Cc3ccccc3)nn2)O[C@@H]1CO)c1ccccn1 | -0.2 | 5 | 2 | 1 | 6 | -1 | 0 | -2
C[C@@H]1CN([C@H](C)CO)C(=O)c2cccc(NS(=O)(=O)c3cn(C)cn3)c2O[C@@H]1CN(C)Cc1ccc(Cl)c(Cl)c1 | 67* | -4 | -9 | 12 | -1 | 3 | 4 | -1
CC(C)NC(=O)N(C)C[C@H]1Oc2c(NS(=O)(=O)c3ccc(Cl)cc3)cccc2C(=O)N([C@H](C)CO)C[C@@H]1C | . | -12 | 5 | . | -1 | -2 | 2 | 2
